Screening data: PubChem BioAssay, National Center for Advancing Translational Sciences (NCATS)
AmpC inh no detg: inhibitors of E. coli AmpC beta-lactamase without detergent; P00811; AmpC nitrocefin hydrolysis, absorbance 480 nm, 0.0001% Triton; Potency, µM (top dose mostly 57.1 µM), for inactives: at the top dose activity change, negative = inhibition, hits mostly inhibitors; 0.52% of 330,000 active;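 further: potency means the concentration at half of the fitted maximal effect; plate controls were no compound for no effect and no enzyme for full effect; nearly all actives have a fitted effect of over 20% in size; some results filed as inactive show a strong effect at the top dose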
Target sequence (P00811 whole entry, looked up): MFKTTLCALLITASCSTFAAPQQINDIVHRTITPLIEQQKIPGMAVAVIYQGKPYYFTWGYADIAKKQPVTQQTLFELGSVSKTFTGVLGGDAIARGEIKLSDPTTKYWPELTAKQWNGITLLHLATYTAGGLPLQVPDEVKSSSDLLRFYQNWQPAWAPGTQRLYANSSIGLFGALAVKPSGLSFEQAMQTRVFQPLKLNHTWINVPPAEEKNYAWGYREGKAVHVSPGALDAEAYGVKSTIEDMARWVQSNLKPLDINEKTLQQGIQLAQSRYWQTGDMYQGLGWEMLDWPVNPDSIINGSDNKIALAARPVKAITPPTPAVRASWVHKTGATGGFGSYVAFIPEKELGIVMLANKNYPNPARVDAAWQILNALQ
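20 mM phosphate pH 7.0 + 0.01% (detergent screen) or 0.0001% Triton X-100; 5.3 nM AmpC reagent; cpd preinc 15 min RT; nitrocefin (800 uM stock) to start; A480 q20 s × 4 min; Activity was normalised to no-enzyme and no-compound control wells.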
AmpC inh detg: inhibitors of E. coli AmpC beta-lactamase with detergent; P00811; AmpC hydrolysis of nitrocefin, absorbance 480 nm, 0.01% Triton; Potency, µM (doses to about 114 µM), for the others: top-dose activity change, negative = inhibition, most hits filed as inhibitors; 0.041% of 370,000 active; AID 485294;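 further: potency means the concentration at half of the fitted maximal effect; 0% = no-compound wells and -100% = no-enzyme wells; nearly all actives have a fitted effect of over 25% in size; some results filed as inactive show a strong effect at the top dose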
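AmpC (5.3 nM in the dispensed reagent) in 20 mM phosphate pH 7.0 with 0.01% (detergent screen) or 0.0001% Triton X-100 was preincubated with compounds for 15 min at room temperature. Nitrocefin was then added from an 800 uM solution, and hydrolysis was followed at 480 nm.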
HCV inhibitor: blocks hepatitis C virus | 3.4% of 340,000 active | AID 651820 | Huh7.5.1 HCVcc-Cre infection, luciferase reporter, 44 h | Potency, µM (top dose mostly 41.8 µM), inactives show at the top dose activity change, negative = inhibition, usual class: inhibitors; further: potency means the concentration at half of the fitted maximal effect
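Seed cells (1,000/well) for 4 h; treat with compound and infect with HCVcc-Cre, moi about 0.5. Incubate 44 h, then detect luciferase activity.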
HCMV antiviral: human cytomegalovirus inhibition; HFF cells, HCMV-luciferase reporter, 72 h; hits give low values; activity change, negative = inhibition, % at 57.5 µM; 4.5% of 410,000 active; AID 1259415; in the data active means activity change below about -60%; inconclusive means no clear call, values can overlap the other calls; inactive means above about -39%
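Inhibition of viral replication was scored as loss of reporter luminescence in HFFs infected with HCMV-luciferase (MOI 1 PFU/cell) for 72 h; compounds tested at 2 doses, normalized to buffer and Salinomycin controls.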
Tb PYK inh: T. brucei pyruvate kinase inhibition; Potency, µM (highest dose often 76.8 µM), inactives show at the highest dose activity, negative = inhibition, most hits filed as inhibitors; TbPYK enzyme, Kinase-Glo Plus ATP luminescence, 45 min; Q57TT1; 0.12% of 410,000 active; further: potency means the concentration at half of the fitted maximal effect; nearly all actives have a fitted effect of over 50% in size
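Activity of T. brucei pyruvate kinase was followed by Kinase-Glo Plus luminescence after the enzyme reacted 45 min at room temperature with 130 uM ADP (final) and substrate. Test compounds were added before ADP at multiple concentrations.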
LmPK inh: inhibitors of Leishmania mexicana pyruvate kinase; Potency, µM (highest dose often 57.5 µM), without a hit: at the top dose activity change, negative = inhibition, hits mostly inhibitors; 0.37% of 290,000 active; purified LmPK, Kinase-Glo ATP luminescence, 1 h; further: potency means the concentration at half of the fitted maximal effect
Target sequence (Q27686 whole entry, looked up): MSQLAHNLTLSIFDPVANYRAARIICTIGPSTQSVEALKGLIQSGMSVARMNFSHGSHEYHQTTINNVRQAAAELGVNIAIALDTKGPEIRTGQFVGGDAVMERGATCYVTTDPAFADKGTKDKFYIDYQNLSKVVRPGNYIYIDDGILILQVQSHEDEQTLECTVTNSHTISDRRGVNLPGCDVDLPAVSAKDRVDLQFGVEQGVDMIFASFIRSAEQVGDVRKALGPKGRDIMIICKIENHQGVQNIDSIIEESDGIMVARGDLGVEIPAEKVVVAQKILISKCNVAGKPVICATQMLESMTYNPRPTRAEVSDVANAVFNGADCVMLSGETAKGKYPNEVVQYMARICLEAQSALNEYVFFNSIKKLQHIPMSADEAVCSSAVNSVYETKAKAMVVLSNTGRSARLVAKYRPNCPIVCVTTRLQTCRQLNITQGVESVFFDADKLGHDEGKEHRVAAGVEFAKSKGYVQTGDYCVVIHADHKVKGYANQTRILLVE
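Pyruvate kinase activity monitored as ATP production (luciferase luminescence). Conditions: 0.1 nM enzyme, 0.5 mM PEP, 0.1 mM ADP, 1 h, RT; normalized against uninhibited and no-enzyme wells.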
AMA1 RON2 block: inhibitors of Plasmodium falciparum AMA1-RON2 interaction. AlphaScreen AMA1-biotinylated RON2 peptide binding. 0.2% of 360,000 active. AID 720542. Potency, µM (top dose mostly 58.2 µM), inactives show at the top dose activity change, negative = inhibition, hits mostly inhibitors;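 further: potency means the concentration at half of the fitted maximal effect; 0% = vehicle wells and -100% = peptide control; nearly all actives have a fitted effect of over 45% in size; some results filed as inactive show a strong effect at the top dose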
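AMA1 (3D7) with his tag at 25 nM final met compounds first, then biotinylated RON2 peptide at 25 nM; detection used donor plus acceptor beads, 10 µg/mL apiece, read by AlphaScreen after 30 min at room temperature.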
An asterisk follows results filed as active; ? = inconclusive; nt = no result given; [ ] = remark or other dose. Unless noted, the call rests on the fitted dose curve; in most records, active means well fitted curve in the direction sought with a large enough effect; inconclusive means small, poorly fitted or top-dose-only effect, or another doubt; inactive means no such curve, though single readings can be large; an effect the other way counts as inactive or inconclusive. Unless noted, on the % scale 0 is the no-effect control and ±100 the full control effect.

SMILES	AmpC inh no detg	AmpC inh detg	HCV inhibitor	HCMV antiviral	Tb PYK inh	LmPK inh	AMA1 RON2 block
Cc1cccc(C(=O)NC2=NCCS2)c1	-13%	-7%	-5%	20	-11%	-28%	8%
O=C(Cc1ccccc1)N1CCCC1c1ccccc1 (stereo not drawn)	-9%	?	-1%	15	-2%	5%	2%
Cc1ccc(C2CC(c3ccccc3)=NN2c2ccc(S(N)(=O)=O)cc2)cc1 (stereo not drawn)	nt	nt	nt	-5	7%	nt	93%[activator]
COc1ccc(C(=O)C2CCCN(Cc3c[nH]c4ccccc34)C2)c(OC)c1 (stereo not drawn)	28%	2%	?	7	3%	2%	-3%
COc1ccc(C(C)(C)C)cc1S(=O)(=O)n1ccnc1C	-9%[2.29 µM]	-3%	-30%	-70*	-2%	0%	-8%
COc1ccc(-c2[nH]c(-c3ccccc3)nc2SCC(=O)Nc2nccs2)cc1	-17%	?	14µM*	?	-19%	4%	-4%
COc1cccc(CNC(C)(C)CO)c1OCc1ccc(Cl)cc1	11%	8%	-11%	-32	-5%	6%	-3%
CCN(CC(=O)Nc1ccc(C)c(S(=O)(=O)N2CCOCC2)c1)Cc1ccccc1	77%[activator]	?	-25%	-22	0%	nt	10%
COc1cc(-c2noc(CCC(=O)NC3CCCC3)n2)cc(OC)c1OC	-5%	4%	-22%	40	-1%	1%	12%
COc1cccc(OC)c1C(=O)Nc1ccccc1C(=O)N1CCCCCC1	-4%	7%	24%	-15	2%	-8%	2%
CC(C)N1C(=O)C2C(c3ccccc3O)NC(C)(C(=O)O)C2C1=O (stereo not drawn)	-14%	?	-3%	25	2%	-1%	124%[activator]
C[C@H]1CN([C@@H](C)CO)C(=O)CCCn2nncc2CO[C@@H]1CN(C)Cc1ccccc1C(F)(F)F	nt	nt	nt	-19	1%	nt	4%
Cc1ccc(C(=O)Nc2ccc(N3CCN(C)CC3)cc2)cc1C	-11%	-12%	10%	-3	1%	-7%	-3%
O=C(c1ccco1)N1CCN(Cc2ccc(F)cc2)CC1	-31%	2%	9%	8	33%	1%	?
O=C(COc1ccccc1Cl)Nc1ccccc1OCc1cc(=O)n2ccccc2n1	nt	16%	nt	89	2%	nt	nt
CCCC(C)NC(=O)Cc1ccc(Br)cc1 (stereo not drawn)	-12%	?	2%	-12	-1%	-2%	-11%
COc1ccc(S(=O)(=O)N2CCOCC2)cc1NC(=O)CCc1cc(OC)c(OC)c(OC)c1	75%[activator]	4%	-3%	-34	0%	nt	-7%
Clc1ccccc1NN(Cc1ccncc1)c1ccccc1Cl	nt	nt	nt	8	9%	nt	-6%
COC(=O)c1c(NC(=O)CN2C(=O)NC3(CCc4ccccc4C3)C2=O)sc2c1CCCCC2 (stereo not drawn)	3.5µM*	-16%	?	-10	-7%	4%	-5%
C/C=C(\C)C(=O)O[C@H](c1cc2ccc(=O)oc2cc1OC)[C@@H](O)C(C)(C)O	-12%	-1%	2%	-3	-5%	nt	3%
CCOC(=O)CSc1nc(C)cc(C)n1	0%	4%	12%	21	-1%	3%	2%
Cn1c(CC2C(=O)Nc3ccc(Br)cc32)nc2ccccc2c1=O (stereo not drawn)	-8%	-2%	4%	19	-6%	2%	18%
CCOC(=O)c1ccc(NC(=O)c2nc[nH]c2C(=O)NCCCNC(=O)c2[nH]cnc2C(=O)Nc2ccc(C(=O)OCC)cc2)cc1	-20%	6%	-5%	5	-6%	nt	111%[activator]
N=C1/C(=C\c2coc3ccccc3c2=O)C(=O)N=C2SC=CN12	-53%	-6%	-5%	52	-5%	6%	3%
CC(C)c1ccc(NS(=O)(=O)c2ccc(Cl)nc2)cc1	-25%	-16%	-25%	-1	1%	5%	-1%
Further structures follow.
SMILES	AmpC inh no detg	AmpC inh detg	HCV inhibitor	HCMV antiviral	Tb PYK inh	LmPK inh	AMA1 RON2 block
Cc1ccc(F)cc1C(=O)N1CCCCC1c1cc(C(=O)Nc2ccc(F)c(Cl)c2)no1 (stereo not drawn)	nt	nt	nt	-19	5%	nt	15%
Clc1ccc(-n2nnnc2SCc2c(-c3ccccc3)nc3sccn23)cc1	-29%	-11%	-12%	-24	-30%	1%	-7%
COc1cc2c(cc1OC)CN(C(=O)COc1ccc(C#N)cc1)CC2	-13%	-14%	-26%	13	-3%	4%	-22%
O=C1CSC(c2ccc(Cl)cc2)N1Nc1nc(N2CCOCC2)nc(N2CCOCC2)n1 (stereo not drawn)	186%[activator]	6%	4%	-32	-7%	6%	-11%
CCOc1ccc(CCNC(=O)c2ccc(CNS(=O)(=O)c3ccccc3)cc2)cc1OCC	-12%	-2%	?	-72*	-9%	1%	-6%
O=C(N/N=C/c1ccncc1)c1cc(C2CC2)nc2ccccc12	-17%	1%	6%	nt	-2%	-1%	27%
C#CCOCCOCCOCCNc1nc(N2CCN(C(=O)[C@H](CCCN=C(N)N)n3cc(C(N)[C@@H](C)CC)nn3)CC2)nc(N2CCN(C(=O)[C@H](CCC(=O)O)n3cc([C@@H](N)CO)nn3)CC2)n1 (stereo partly drawn)	19%	nt	47%[activator]	11	-5%	nt	23%
Cc1cc(=O)n2nc(N(C)CC(=O)NCc3ccc(Cl)cc3)sc2n1	nt	-6%	nt	11	4%	nt	nt
C=C(C)COc1ccc2c(C)c(CCC(=O)N3C[C@H]4C[C@@H](C3)c3cccc(=O)n3C4)c(=O)oc2c1	162%[activator]	?	10%	?	4%	5%	-8%
COc1ccc(-c2cn(Cc3ccc4c(c3)C(=O)c3ccccc3C4=O)nn2)cc1	-28%	-8%	8%	-24	-1%	2%	-1%
COc1ccc(C(C(=O)Nc2ccc(C(C)C)cc2)N(C)C(=O)CNC(C)=O)cc1 (stereo not drawn)	149%[activator]	5%	-7%	-19	-21%	-1%	1%
CN(C)CCNC(=O)c1cccc(-c2cnc3c(NC=O)cc(-c4ccccc4F)cn23)c1	nt	nt	nt	-30	-8%	nt	-5%
O=C1COc2ccc(NC(=O)c3ccccc3C(=O)O)cc2N1	-7%	0%	20%	56	4%	12%	8%
CC(CCc1ccco1)NC(=O)Cn1ncc2c1-c1ccccc1OC2 (stereo not drawn)	4%	?	4%	-16	-7%	0%	0%
CC(C)NC(=O)CC(=O)N/N=C/c1ccc(F)cc1	-14%	4%	11%	-28	-2%	3%	4%
C/C(N)=N\S(=O)(=O)c1ccc(Cl)cc1	-19%	2%	22%	-25	9%	-1%	19%
CC(SCc1ccccc1)C(=O)N/N=C/c1ccc2c(c1)OCO2 (stereo not drawn)	-24%	-2%	6%	?	0%	5%	2%
CCOC(=O)[C@@H]1[C@H]2COc3ccc(Br)cc3[C@@H]2N2C(=O)N(c3ccc(F)cc3)C(=O)[C@]12C	55%	-12%	23%	?	4%	-12%	9%
COc1ccc2c(c1)sc1ncc(C(=O)NCc3ccc(Cl)cc3)c(=O)n12	nt	16%	nt	-2	-1%	nt	nt
CCN1CCN(CCCNC(=O)c2ccc3c(c2)N(Cc2ccc(C)cc2)CCS3)CC1	202%[activator]	1%	11µM*	nt	2%	13%	-21%
O=[N+]([O-])c1[nH]cnc1Br	nt	nt	10%	-18	3%	nt	0%
Cc1ccccc1NC(=O)c1ccccc1NC(=O)c1ccco1	-26%	-11%	?	-31	1%	-2%	-19%
COc1ccc(N2CCN(C(CNC(=O)C(=O)NC3CC3)c3ccco3)CC2)cc1 (stereo not drawn)	-20%	-16%	26%	-19	7%	nt	2%
CCC(=O)N1CCC1(C)C(=O)Nc1cccc(Oc2ccccc2)c1 (stereo not drawn)	nt	nt	nt	21	1%	nt	0%
Nc1ccc(CCn2ccnc2)cc1	-12%	2%	3%	?	16%	1%	-22%

A stretch from further up, as a working copy:
SMILES	AmpC inh no detg	AmpC inh detg	HCV inhibitor	HCMV antiviral	Tb PYK inh	LmPK inh	AMA1 RON2 block
Cc1cc(=O)n2nc(N(C)CC(=O)NCc3ccc(Cl)cc3)sc2n1	nt	-6%	nt	11	4%	nt	nt
C=C(C)COc1ccc2c(C)c(CCC(=O)N3C[C@H]4C[C@@H](C3)c3cccc(=O)n3C4)c(=O)oc2c1	162%[activator]	?	10%	?	4%	5%	-8%
COc1ccc(-c2cn(Cc3ccc4c(c3)C(=O)c3ccccc3C4=O)nn2)cc1	-28%	-8%	8%	-24	-1%	2%	-1%
COc1ccc(C(C(=O)Nc2ccc(C(C)C)cc2)N(C)C(=O)CNC(C)=O)cc1 (stereo not drawn)	149%[activator]	5%	-7%	-19	-21%	-1%	1%

New compounds follow:
SMILES	AmpC inh no detg	AmpC inh detg	HCV inhibitor	HCMV antiviral	Tb PYK inh	LmPK inh	AMA1 RON2 block
C[C@]12C(=O)N(c3ccc(Br)cc3)C(=O)N1[C@H]1c3ccccc3OC[C@@H]1[C@H]2c1ccccc1	-18%	nt	8%	-38	-7%	nt	-3%
CC1CCN(S(=O)(=O)N2CCCC(C(=O)NCc3ccc(F)cc3)C2)CC1 (stereo not drawn)	35%	-4%	6%	-23	-15%	2%	-5%
CC(C)(C)c1ccc(C(=O)OCC(=O)Nc2sc3c(c2C#N)CCC3)cc1	-23%	-13%	2%	-21	-9%	2%	-8%
CN(C)C(=O)CSc1nc2ccc(N3C(=O)c4ccccc4C3=O)cc2s1	22%	-9%	-17%	-65*	0%	-12%	5%
CN(C)S(=O)(=O)c1ccc(C(=O)NCC(=O)N/N=C/c2cccs2)cc1	-35%	2%	-9%	7	-9%	3%	-1%
C[C@@]12CCC=C[C@H]1[C@H](c1ccc(/C=C/c3ccccc3)cc1F)N(Cc1ccccc1)C2=O	17%	-5%	-5%	22	2%	0%	-9%
COc1ccccc1OCc1ccc(C(=O)NCc2ccco2)o1	0.28µM*	0%	?	54	-5%	5%	0%
CC(NC(=O)c1cncc(Br)c1)c1ccc(S(N)(=O)=O)cc1 (stereo not drawn)	-59%	1%	-1%	-4	2%	1%	-12%
COc1ccc(CNC(=S)Nc2ccc(Br)cc2)cc1	-24%	-10%	?	?	2%	1%	9%
CC1(C)SC(=Nc2ccccc2)N(S(=O)(=O)c2ccccc2)C1=O	-12%	-9%	18%	15	-9%	3%	-3%
Cc1cc(C(=O)c2ccc3ccccc3c2)c(C)o1	nt	nt	11%	10	-8%	nt	0%
COc1cc(-c2nnc(SCc3cccnc3)n2C)cc(OC)c1O	-2%	-3%	27%	-27	-9%	21%	-5%
C=CCn1c(C)nnc1SCC(=O)Nc1nc(C)c(C(=O)N(C)C)s1	-13%	0%	21%	nt	6%	-12%	-13%
CN(C)S(=O)(=O)c1ccc(Cl)c(C(=O)Nc2cccc([N+](=O)[O-])c2)c1	-29%	-7%	11µM*	-65*	-3%	4%	-8%
